Source: PubChem (National Center for Advancing Translational Sciences (NCATS))
D1 agonist = human D1 receptor agonism; P21728; HEK293 T-REx D1 cells, calcium flux, agonist mode; activation, % at 2 µM; actives 1% (n = 360,000); in the data active = activation above about 30%; also: 0% is about no effect
Target sequence (P21728 whole entry, looked up): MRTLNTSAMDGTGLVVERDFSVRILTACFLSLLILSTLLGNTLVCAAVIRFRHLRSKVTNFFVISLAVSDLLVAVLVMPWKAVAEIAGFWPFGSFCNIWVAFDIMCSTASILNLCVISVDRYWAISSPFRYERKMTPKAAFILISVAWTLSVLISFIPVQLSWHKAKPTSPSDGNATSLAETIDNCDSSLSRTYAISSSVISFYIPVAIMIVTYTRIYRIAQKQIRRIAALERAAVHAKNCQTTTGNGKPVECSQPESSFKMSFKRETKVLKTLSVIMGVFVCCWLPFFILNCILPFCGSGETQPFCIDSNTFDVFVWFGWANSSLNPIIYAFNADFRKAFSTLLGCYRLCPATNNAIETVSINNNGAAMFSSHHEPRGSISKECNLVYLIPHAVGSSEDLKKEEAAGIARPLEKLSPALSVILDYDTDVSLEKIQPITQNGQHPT
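Agonism was scored from calcium flux recorded over 180 s (1 read/s) after pintool compound addition, following a 10-cycle baseline. Cells were inducible force-coupled HEK293 TREx D1, plated overnight at 30 C and loaded with no-wash calcium dye.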
Vif-APOBEC3G blk = blocks the Vif interaction with human APOBEC3G; actives 0.076% (n = 410,000); Q9HC16; HeLa A3G-eYFP + Vif (tagged APOBEC3G with the HIV-1 protein that degrades it), YFP fluorescence, overnight; Potency, µM (doses to about 46.1 µM), for the others: at the top dose activity, negative = active, hits mostly inhibitors;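 also: potency is read from the fitted curve at half-maximal effect; % is scaled to controls: 0 for no effect and ±100 for the full control effect; nearly all actives have a fitted effect of over 60% in size; hits raise eYFP signal because A3G escapes Vif-driven loss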
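HeLa cells stably expressing Vif and C-terminally eYFP-tagged A3G, seeded overnight at 37 deg C, then exposed to compound by pintool overnight at 37 deg C. Rise in yellow fluorescence (Ex 488/Em 500-530, Acumen) marks blocked Vif-driven A3G degradation.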
Glioma ERSR ind = inducers of ER stress response in human glioma cells | U87-MG GRP78 promoter luciferase reporter, 16 h | Potency, µM, without a hit: top-dose activation, usual class: activators | actives 0.02% (n = 420,000) | AID 602332; also: potency is read from the fitted curve at half-maximal effect; series mostly up to about 76 µM; % of control where 0% means no effect; nearly all actives have a fitted effect of over 35% in size
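ERSR induction read as luciferase luminescence (Bright-Glo, 10 min at room temperature) in stably transfected human U87-MG glioma cells exposed to compounds for 16 h, using GRP78 as sensor.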
D2 PAM = positive allosteric modulators of human D2 dopamine receptor; P14416; HEK293 T-REx D2, calcium flux, EC20 dopamine potentiation; potentiation, % at 10 µM; actives 0.34% (n = 340,000); AID 485347;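 active = potentiation over 3 SD above the plate norm, cut at about 30% in these data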; also: 0% is about no effect
Target sequence (P14416 whole entry, looked up): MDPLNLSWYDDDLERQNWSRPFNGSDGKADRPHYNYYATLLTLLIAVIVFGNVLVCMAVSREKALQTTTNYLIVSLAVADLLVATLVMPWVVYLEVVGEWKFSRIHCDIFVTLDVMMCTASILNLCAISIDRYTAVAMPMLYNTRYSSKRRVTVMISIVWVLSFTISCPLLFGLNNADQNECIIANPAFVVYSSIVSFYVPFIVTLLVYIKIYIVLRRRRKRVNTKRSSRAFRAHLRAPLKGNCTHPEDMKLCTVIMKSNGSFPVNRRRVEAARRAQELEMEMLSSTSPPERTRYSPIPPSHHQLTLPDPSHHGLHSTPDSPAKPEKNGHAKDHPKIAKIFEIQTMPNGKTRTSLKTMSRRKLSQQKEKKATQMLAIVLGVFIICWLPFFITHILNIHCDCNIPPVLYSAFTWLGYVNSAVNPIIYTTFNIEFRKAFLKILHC
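Potentiation of an EC20 dopamine calcium response is measured in a force-coupled, tetracycline-inducible Hek293 Trex D2 line. Compound-only kinetic reads over 180 s flag agonists before dopamine addition.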
Vif-A3F inh = inhibitors of Vif-A3F interaction. HeLa A3F-eYFP + Vif (tagged APOBEC3F with the HIV-1 protein that degrades it), YFP fluorescence increase. Potency, µM (top dose mostly 46.1 µM), without a hit: at the top dose activity, negative = active. actives 0.2% (n = 390,000); also: potency is read from the fitted curve at half-maximal effect; % of control where 0% means no effect; nearly all actives have a fitted effect of over 65% in size
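HeLa cells stably expressing Vif plus C-terminally eYFP-tagged A3F were seeded, incubated overnight at 37 deg C, dosed with compound, incubated overnight again at 37 deg C. Yellow fluorescence (Ex 488/Em 500-530) reported blocked Vif-mediated A3F-eYFP degradation.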
D1 PAM = enhances dopamine response at the human D1 receptor; AID 504651; actives 0.036% (n = 360,000); potentiation, % at 10 µM; HEK293 TREx D1 cells, calcium flux, dopamine EC20 potentiation; P21728; in the data active = potentiation above about 30%; also: 0% is about no effect
RXFP1 agonist = agonists of human relaxin receptor RXFP1; Q9HBX9; HEK293T-RXFP1 cAMP TR-FRET, 30 min; response scale: percent of porcine relaxin response, buffer zero; AID 2676; Potency, µM (titrated, usually from 57.5 µM), inactives show at the highest dose activation, usual class: activators; actives 0.3% (n = 370,000); also: potency is read from the fitted curve at half-maximal effect; % is scaled to controls: 0 for no effect and ±100 for the full control effect; nearly all actives have a fitted effect of over 60% in size; many of its hits are not listed in these tables
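HEK293 cells stably expressing RXFP1, treated 30 min at 37C with compounds plus PDE4 inhibitor Ro 20174; cAMP measured by HTRF TR-FRET. Normalized to buffer and 29 nM porcine relaxin; EC50 by Hill fit.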
D1 antag = human D1 dopamine receptor antagonism; P21728; HEK293 TREx D1 cells, calcium flux, dopamine EC80; stronger effect = lower value; actives 3.2% (n = 360,000); activity change, negative = inhibition, % at 10 µM; in the data active = activity change below about -30%; also: % is scaled to controls: 0 for no effect and ±100 for the full control effect
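Using tetracycline-induced force-coupled D1 Hek293 cells and a calcium dye, signals were followed for 180 s after compound, then for 180 s after EC80 dopamine, to detect inhibitors.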
LDHA inh = inhibitors of human lactate dehydrogenase A. activity change, % (values are at about 110 or 230 µM). actives 0.15% (n = 480,000). P00338. purified LDHA, NADH/diaphorase-resazurin fluorescence; stronger effect = lower value; in the data active = activity change below about -30%; inconclusive = mostly about -25% to -30%;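 also: plate controls were DMSO wells for no effect and wells without enzyme for full effect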
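LDH5 2 nM; NADH 0.06 mM, pyruvate 0.2 mM; 200 mM Tris pH 7.4, EDTA, Tween-20; 5 min RT. Detection: diaphorase 0.133 mg/mL + resazurin 37 µM, fluorescence ex540/em590 at 0 and 20 min; normalized to enzyme-free and DMSO wells.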
* marks the source's active call; other numbers are inactive results; u = inconclusive; x = no result given. Unless noted, calls follow the shape of the dose curve; as a rule, active = well fitted curve in the direction sought with a large enough effect; inconclusive = small, poorly fitted or top-dose-only effect, or another doubt; inactive = no such curve, though single readings can be large; an effect the other way counts as inactive or inconclusive. A portion of the library; the hit share may differ from the screen's.

Compound,D1 agonist,Vif-APOBEC3G blk,Glioma ERSR ind,D2 PAM,Vif-A3F inh,D1 PAM,RXFP1 agonist,D1 antag,LDHA inh
CCN(CC)c1ccc(NC(=O)CCNC(=O)c2ccco2)cc1,4,-1%,0%,5,-3%,-3,-0.3%,-11,-3
CC(=O)N1N=C(c2cccs2)CC1c1ccco1 (centres undefined),2,-7%,-1%,-3,-10%,-3,2.2%,1,-6
CCN1C(=O)C(CC(=O)NC)N(NC(=O)c2ccccc2)C1=S (centres undefined),4,1%,-3%,-1,5%,1,-3.4%,1,-4
O=C(Cn1cc([N+](=O)[O-])cn1)NCCc1c[nH]c2ccccc12,14,0%,2%,1,6%,-4,-0.2%,-1,-8
CC(=O)c1ccc(OCCOc2ccc([N+](=O)[O-])cc2)cc1,3,-9%,2%,-10,-10%,-4,0.9%,-15,0
CCOC(=O)c1sc(N)nc1C(F)(F)F,x,-1%,0%,x,u,x,x,x,2
CCCOc1ccc(/C=C/C(=O)Nc2sc(C)c(C)c2C(=O)OCC)cc1OC,1,4%,-3%,4,0%,1,-1.4%,-13,-8
Cc1ccc2c(n1)sc1c(N)ncnc12,1,-10%,2%,-3,-6%,1,4.1%,-2,-2
Cn1cccc1CC(=O)NNC(=O)Nc1cccc(Cl)c1,1,-1%,-3%,1,-2%,4,-0.2%,5,0
CC(NC(=O)CCNC(=O)c1ccccc1Cl)c1ccc(-n2ccnc2)cc1 (centres undefined),2,-7%,0%,-4,13%,-2,1.4%,10,-5
Nc1cc(C(F)(F)F)ccc1S(=O)(=O)Nc1cccc2c1NCCC2,11,-26%,-4%,x,x,0,x,1,4
CSc1nc(-c2ccccc2)nn1C(=O)c1ccco1,-2,-2%,0%,x,-2%,-1,0.2%,2,-6
COc1ccc2ccccc2c1C1NC(=O)NC(C)=C1[N+](=O)[O-] (centres undefined),2,-17%,2%,10,6%,8,-0.2%,13,3
O=C(CCCCCNc1nc(=S)[nH]c2ccccc12)NCCc1ccccc1,0,0%,-1%,-3,-12%,-3,2.3%,1,-7
COc1ccc(S(=O)(=O)N2CCCCCC2)cc1C(=O)N(C)CC(=O)Nc1ccccc1Cl,3,0%,-5%,x,4%,-4,1.4%,-16,-1
CCOc1ccc(CNC(=S)N/N=C/c2cccnc2)cc1,-1,-3%,4%,-6,-17%,-6,0.4%,-2,-4
CCOC(=O)CCCCCC(=O)Nc1ccc2c(c1)C(=O)N([C@@H](C)CO)C[C@H](C)[C@H](CN(C)C(=O)Nc1ccc(F)cc1)OCCCC[C@H](C)O2,x,-3%,-2%,x,-4%,x,x,x,-9
Cc1cc(NC(=O)c2cccc(S(=O)(=O)N3CCC(C)CC3)c2)no1,3,2%,-5%,-2,0%,2,3.3%,5,-7
CCCCOc1ccccc1NC(=O)CC1Nc2ccccc2NC1=O (centres undefined),4,-13%,-3%,8,-13%,0,0.4%,11,2
O=C(NCCCCCCNC(=O)C1CCCC1)C1CCCC1,0,2%,-4%,-8,-11%,4,2.2%,-2,-3
CCOC(=O)c1sc(=NC(=O)c2ccc(S(=O)(=O)N(C)c3ccccc3)cc2)n(C)c1C,4,2%,-4%,-2,-5%,-3,4µM*,9,1
CCOC(=O)c1[nH]c2ccccc2c1NC(=O)c1cc(OCC)c(OCC)c(OCC)c1,5,3%,-5%,4,-14%,0,-1.3%,-13,2
N#CCSCC(=O)Nc1ccc(Cl)cc1,-1,1%,-1%,-1,-11%,-6,0.1%,-4,-2
CC(C)NC(=O)NC(=O)CSc1nnc(-c2ccccc2F)n1N,1,1%,-4%,-3,-3%,35*,5.6%,3,0
COc1cccc(CNS(=O)(=O)c2ccc3c(c2)C(C)(C)C(=O)N3C)c1,1,0%,0%,x,6%,3,0.1%,-16,-3
O=C(CSc1ncnc2c1oc1ccccc12)Nc1nccs1,3,2%,-3%,6,0%,4,u,-12,-13
Cc1cc(N2CCOCC2)c(F)cc1C(=O)c1ccccc1,3,-7%,-2%,-1,-1%,-11,6.2%,9,-7
CC1CCC(NC(=O)c2ccc3c(c2)N(Cc2ccccc2)C(=O)c2ccccc2S3=O)CC1 (centres undefined),-1,-2%,-2%,10,2%,2,-3.4%,4,-4
CCCCOc1ccc(-c2nonc2NC(=O)c2ccco2)cc1,2,5%,-4%,-8,2%,-3,-0.7%,-22,-3
COc1ccc(CN(CC(=O)NCc2ccccc2)C(=O)CCC(=O)Nc2cc(C)ccn2)cc1,3,-1%,-2%,3,9%,2,2.3%,-18,-13
Cn1c(=O)c2c(nc(C3CC4C5CCC(C5)C4C3)n2C)n(C)c1=O (centres undefined),x,-2%,-5%,x,7%,x,x,x,-5
Cc1cccc(NC(=O)c2cccc(C(=O)Nc3cccc(C)c3C)n2)c1C,2,0%,-3%,-1,1%,5,-0.3%,2,-8
CCN(CC)S(=O)(=O)c1ccc2c(c1)N(CC(=O)Nc1ccc(F)cc1F)C(=O)C1CCCN21 (centres undefined),3,-4%,-4%,0,-1%,1,5.2%,-32*,0
CN1CCN(C(=O)CSc2nc3ccc(NC(=O)c4ccccc4F)cc3s2)CC1,2,3%,-4%,-5,-19%,-3,0.4%,2,-1
CN(C)CCNC(=O)C(C(=O)c1ccc(F)cc1)n1ccccc1=O (centres undefined),5,-1%,-5%,x,6%,1,-0.5%,-3,-5
CCOc1ccc(C2CC(=O)N(Nc3ccc([N+](=O)[O-])cc3[N+](=O)[O-])C2=O)cc1 (centres undefined),0,2%,-3%,-6,-4%,-14,1.2%,32,-10
CC12CCC(C(=O)Nc3ccccc3)(C(Br)C1=O)C2(C)C (centres undefined),-1,0%,-1%,x,2%,-2,0.1%,1,-2
CCOC(=O)N1CCN(c2nnnn2-c2ccccc2)CC1,-1,1%,-4%,-6,-1%,-3,-0.3%,12,-3
N#C/C(=C\c1ccc(O)cc1)c1nc2ccccc2o1,21,u,0%,0,u,-3,-0.1%,-18,-6
CC(=O)N[C@@H](C)C(=O)N1CCN(S(=O)(=O)c2ccc(Cl)cc2)CC1,2,0%,-4%,5,-4%,0,-1.4%,18,-3
CC(Oc1cccc(Br)c1)C(=O)NNC(=O)CCS(=O)(=O)c1ccccc1 (centres undefined),x,-1%,-5%,x,-6%,x,x,x,-1
COc1ccc(CCN2CC(C(=O)NCc3cnn(C(C)C)c3)CCC2=O)cc1 (centres undefined),4,-5%,-3%,10,-2%,-6,-2.1%,-3,-3
CCn1c(=O)c(=O)n(CC)c2cc(S(=O)(=O)N3CCc4ccccc43)ccc21,-1,-8%,-6%,16,1%,x,0.7%,-1,3
O=C(Nc1nc(-c2cc(F)ccc2F)cs1)C1=NN(c2ccccc2)C(=O)CC1,3,2%,1%,0,-12%,-5,0.2%,-1,-1
CCn1nc(C)c(NS(=O)(=O)c2ccc(C)cc2)c1C,11,0%,1%,-28,3%,0,2.3%,0,-3
CN(C)S(=O)(=O)c1ccc(C(=O)Nc2cccc(C(=O)N3CCOCC3)c2)cc1,3,2%,-4%,4,12%,-3,1.8%,-5,-1
CCC(=O)N1CCc2cc(S(=O)(=O)NC(C(=O)NCc3ccc(C)cc3)C(C)C)ccc21 (centres undefined),10,3%,-7%,-3,x,-5,-0.7%,-2,-7
COc1ccc2nc(NC(=O)CSc3ccccc3)sc2c1,17,-7%,3%,19,0%,-1,-0.3%,-13,-1
CN1CCN(CC(=O)Nc2ccc(S(=O)(=O)N(C)C)cc2)CC1,0,1%,-6%,4,11%,2,0.1%,4,-19
COc1ccc(/C=C\c2onc(C)c2S(=O)(=O)N2CCC(C(=O)Nc3ccc(C)c(F)c3)CC2)cc1,3,5%,-2%,-11,-5%,-2,0.1%,-11,4
Cc1ccc(N(C)C(=O)N2CCN(S(=O)(=O)c3c(C)cc(C)cc3C)CC2)cc1,2,2%,-3%,1,-9%,-7,-0.5%,4,0
CC(C)CN(C(=O)c1ccc2c(c1)OCO2)C1CCS(=O)(=O)C1 (centres undefined),2,-4%,-3%,-2,1%,0,0.2%,11,-2
CCOc1cc(CNC(CC)CO)ccc1OCC(=O)Nc1cccc(C(F)(F)F)c1 (centres undefined),25,-1%,-3%,2,1%,-6,0.8%,-5,-3
COc1cc(CC(C#N)(CO)c2nc3ccccc3[nH]2)ccc1OC(F)F (centres undefined),3,-3%,-4%,-6,-5%,-4,5.6%,-10,-7
CCCn1c(=O)[nH]c(=O)c2c1nc(-c1cc([N+](=O)[O-])ccc1Cl)n2CCOC,2,-5%,-5%,12,0%,-2,-2.2%,-2,-1
N#CCC(=O)Nc1ccc(C(=O)NNC(=O)CCN2CCN(c3ccccc3)CC2)cc1,4,-1%,-5%,x,3%,3,1.3%,13,-13
Nc1nc(CN2CCN(C(c3ccccc3)c3ccccc3)CC2)nc(Nc2ccccc2)n1,3,2%,-6%,-24,-6%,1,0.1%,5,1
O=C(c1ccc(S(=O)(=O)N2CCCCCC2)cc1)N1CCN(c2ccccc2F)CC1,x,1%,-4%,x,-13%,x,x,x,0
N#CCC(=O)N/N=C/c1cn(Cc2ccccc2C#N)c2ccccc12,3,0%,-4%,5,-11%,-3,0.4%,-10,-11

Ordered by formula weight (rising): 3 of the compounds above
Compound,D1 agonist,Vif-APOBEC3G blk,Glioma ERSR ind,D2 PAM,Vif-A3F inh,D1 PAM,RXFP1 agonist,D1 antag,LDHA inh
Cc1ccc2c(n1)sc1c(N)ncnc12,1,-10%,2%,-3,-6%,1,4.1%,-2,-2
N#CCSCC(=O)Nc1ccc(Cl)cc1,-1,1%,-1%,-1,-11%,-6,0.1%,-4,-2
Cc1ccc(N(C)C(=O)N2CCN(S(=O)(=O)c3c(C)cc(C)cc3C)CC2)cc1,2,2%,-3%,1,-9%,-7,-0.5%,4,0
